esBAF inh: blocks esBAF chromatin remodeling in mouse ES cells. Bmi1-luciferase knock-in reporter, 24 h; 100% = twice the neutral-well signal. reporter increase, % at 12.5 µM. actives 2% (n = 350,000); in the data active = activation above about 40%;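 also: 0% = median of the plate's neutral control wells and 100% = double that signal; a rise in the Bmi1 reporter signal indicates esBAF inhibition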
E-sel inducer: induces E-selectin expression in human endothelial cells. P16581. activation, % at 7.58 µM. HUVEC E-selectin immunofluorescence imaging; normalized: neutral wells 0, TNF-alpha wells 100. actives 0.37% (n = 260,000);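 active = mean E-selectin-positive cell signal at least 10% of the positive control, reached in at least 60% of replicates, without over 20% cell loss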;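 also: in these data hits start at about 27%; measured in HUVEC primary endothelial cells; signal is the percent of cells scored E-selectin positive by PE staining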
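assay system = HUVEC, human umbilical vein endothelial cells | input = 3,000 HUVEC seeded per well | medium = EGM-2 growth medium on 0.1% gelatin-coated wells | dosing = one compound dose added by pin transfer | signal = immunofluorescence imaging | read-out basis = % PE-positive cells | control set = TNF-alpha, DMSO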
XiGFP reactiv: reactivates the inactive X chromosome in mouse fibroblasts | XiGFP mouse fibroblasts, % GFP-positive cells imaging, 3 d; cells co-treated with 5-aza-dC sensitizer; scaled so ellipticine positive control = 100% | activation, % at 7.58 µM | actives 0.055% (n = 360,000);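 active = mean normalized replicate activation at least 10% and every replicate at or above 10%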;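 also: 0% = median of on-plate neutral control wells and 100% = ellipticine 6 µM median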
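Schedule: 3 d treatment, 15 min room-temperature fixation; system: 68-5-11 XiGFP fibroblast line; buffer or medium: DMEM plus 5-aza-dC sensitizer; control set: ellipticine 6 µM positive control; compound: one concentration, pinned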
RAD52 anneal inh: blocks human RAD52 DNA annealing; inhibition, % at 18.7 µM; actives 0.46% (n = 360,000); recombinant RAD52 DNA annealing, FRET fluorescence; P43351;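 active = every replicate showing at least 50% inhibition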
Target sequence (P43351 whole entry, looked up): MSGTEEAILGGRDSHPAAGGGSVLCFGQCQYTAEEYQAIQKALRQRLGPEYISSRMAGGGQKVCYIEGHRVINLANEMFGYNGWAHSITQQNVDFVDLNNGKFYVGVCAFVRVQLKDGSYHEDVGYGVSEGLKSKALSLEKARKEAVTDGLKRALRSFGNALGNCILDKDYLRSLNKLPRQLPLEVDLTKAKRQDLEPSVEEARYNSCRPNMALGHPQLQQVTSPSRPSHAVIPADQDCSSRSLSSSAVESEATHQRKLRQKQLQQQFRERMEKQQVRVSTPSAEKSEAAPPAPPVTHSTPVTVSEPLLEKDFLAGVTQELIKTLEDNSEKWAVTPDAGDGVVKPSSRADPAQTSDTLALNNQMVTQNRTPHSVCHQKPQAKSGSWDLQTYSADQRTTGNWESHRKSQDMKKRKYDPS
RAD54 inh: inhibitors of human RAD54 branch migration; RAD54 Holliday junction branch migration, FAM/BHQ fluorescence; inhibition, % at 10.4 µM; actives 0.14% (n = 360,000);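 active = mean normalized replicate activity at least 40 and at least half of replicates scoring 40 or more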;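 also: 0% = median of neutral control wells and 100% = median of positive control wells; inhibitors cause a drop in the FAM fluorescence signal; in these data hits start at about 50%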
EWS-Fli block: inhibitors of EWS/Fli oncoprotein transcriptional activity; inhibition, % at 12.6 µM; A673 NR0B1-luciferase reporter, viability-normalised; actives 0.67% (n = 350,000);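 active = mean inhibition of at least 50% after viability correction, with every replicate also passing that limit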;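 also: firefly luciferase signal divided by Alamar Blue viability fluorescence both relative to DMSO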
S100A4 MyoIIA: inhibitors of human S100A4 binding to myosin IIA peptide; S100A4/TAMRA-MyoIIA peptide fluorescence polarization; inhibition, % at 10.7 µM; actives 0.14% (n = 360,000);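 active = mean inhibition of at least 70% across replicates, with every replicate also reaching that level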
Target sequence (P26447 whole entry, looked up): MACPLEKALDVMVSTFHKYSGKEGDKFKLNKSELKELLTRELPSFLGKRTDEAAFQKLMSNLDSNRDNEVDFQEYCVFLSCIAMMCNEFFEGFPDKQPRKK
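System – human S100A4 monomer protein, biochemical binding assay · Buffer or medium – Calcium-containing HEPES buffer, pH 7.2 · Timing – 5 min between mix addition and reading · Also added – TAMRA-labelled myosin IIA heavy-chain peptide probe, 5 nM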
FN deposit inh: fibronectin deposition inhibition. actives 0.086% (n = 350,000). AID 743247. inhibition, % at 12.6 µM. AH1F fibroblasts, Alexa488-fibronectin deposition fluorescence, overnight;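 active = mean inhibition across replicates of 30% or more, regardless of how many single replicates reach that level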;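 also: positive control wells lacked labelled fibronectin entirely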
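Assay system: AH1F fibroblasts / Quantity: 10000 cells per well / Medium: DMEM plus 2% serum, read in PBS / Reagent: labelled fibronectin 24 nM / Dosing: single dose, pinned / Times: 1 h cell attachment, overnight exposure to compound and label / Signal: fluorescence, ex 485 nm, em 525 nm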
* marks the source's active call; other numbers are inactive results.

What do the screens show for `C[C@@H]1CN([C@H](C)CO)C(=O)c2cc(-c3cccc(C(=O)N(C)C)c3)cnc2O[C@H]1CN(C)C(=O)Cc1ccccn1`?
esBAF inh: -1; E-sel inducer: 0.0; XiGFP reactiv: 0.3; RAD52 anneal inh: 4; RAD54 inh: -1; EWS-Fli block: -2; S100A4 MyoIIA: 13; FN deposit inh: -10

How did O=C(O)/C=C/C(=O)Nc1ccc(Oc2ccccc2)cc1 do in these assays?
esBAF inh: 8; XiGFP reactiv: 0.1; RAD52 anneal inh: -15; RAD54 inh: -2; EWS-Fli block: 5; S100A4 MyoIIA: -6; FN deposit inh: -7

How did Cc1cc(C(=O)COc2ccccc2Cl)c(C)n1-c1ccc2c(c1)OCO2 do in these assays?
XiGFP reactiv: 0.1; RAD52 anneal inh: -10; EWS-Fli block: -94; S100A4 MyoIIA: 1; FN deposit inh: 0

Results for c1c2c(cc3sc(N4CCCCC4)nc13)OCCO2 ?
E-sel inducer: -0.6; XiGFP reactiv: 0.1; RAD54 inh: 5; FN deposit inh: 12

How did CCN1C(=NCCCCO)N[C@@H](c2cccc(F)c2)C(C(=O)OC)=C1C do in these assays?
esBAF inh: -10; E-sel inducer: 0.2; XiGFP reactiv: 0.0; RAD52 anneal inh: -2; RAD54 inh: -3; EWS-Fli block: -4; S100A4 MyoIIA: -10; FN deposit inh: 0

How did O=C(COC(=O)/C=C/c1ccc(C(F)(F)F)cc1)NC(=O)NCc1ccco1 do in these assays?
esBAF inh: 1; XiGFP reactiv: 0.0; RAD52 anneal inh: -8; EWS-Fli block: 6; S100A4 MyoIIA: -1; FN deposit inh: 1

How did CCCNC(=O)N(C)C[C@@H]1Oc2ncc(C3=CCCCC3)cc2C(=O)N([C@@H](C)CO)C[C@H]1C do in these assays?
esBAF inh: 2; E-sel inducer: 0.4; XiGFP reactiv: 0.1; RAD52 anneal inh: 3; RAD54 inh: -11; EWS-Fli block: -8; S100A4 MyoIIA: 4

What do the screens show for `O=C(Cn1cc([N+](=O)[O-])cn1)NCc1ccco1`?
esBAF inh: -8; E-sel inducer: 0.0; XiGFP reactiv: 0.0; RAD52 anneal inh: -17; EWS-Fli block: 0; S100A4 MyoIIA: -4; FN deposit inh: 7

Results for CO[C@H]1CN(C)C(=O)c2ccc(NC(=O)C3CCC3)cc2OC[C@@H](C)N(C)C[C@@H]1C ?
esBAF inh: -2; E-sel inducer: 0.0; XiGFP reactiv: 0.2; RAD52 anneal inh: 6; RAD54 inh: -3; EWS-Fli block: 2; S100A4 MyoIIA: -15; FN deposit inh: -12

What do the screens show for `O=C(C[C@@H]1C[C@H]2c3cc(NC(=O)CC4CC4)ccc3O[C@H]2[C@@H](CO)O1)NCc1ccc2c(c1)OCO2`?
esBAF inh: 2; E-sel inducer: 0.1; XiGFP reactiv: 0.1; RAD52 anneal inh: 9; RAD54 inh: -5; EWS-Fli block: 1; S100A4 MyoIIA: -18; FN deposit inh: -3

Results for O=C(Cc1ccccc1)Nc1ccc(NC(=O)c2ccccc2)nc1 ?
esBAF inh: 56*; XiGFP reactiv: 0.0; RAD52 anneal inh: 4; RAD54 inh: -8; EWS-Fli block: -95; S100A4 MyoIIA: -1; FN deposit inh: 5

How did CC(C)NC(=O)N1[C@H](C(=O)N2CCC(Cc3ccccc3)CC2)[C@@H](CO)[C@@H]2Cn3c(cccc3=O)[C@@H]21 do in these assays?
esBAF inh: -11; E-sel inducer: -0.2; XiGFP reactiv: 0.3; RAD52 anneal inh: 8; RAD54 inh: -5; EWS-Fli block: 5; S100A4 MyoIIA: 54

Arranged by SMILES length (rising): 3 of the compounds above
How did O=C(COC(=O)/C=C/c1ccc(C(F)(F)F)cc1)NC(=O)NCc1ccco1 do in these assays?
esBAF inh: 1; XiGFP reactiv: 0.0; RAD52 anneal inh: -8; EWS-Fli block: 6; S100A4 MyoIIA: -1; FN deposit inh: 1

What do the screens show for `O=C(C[C@@H]1C[C@H]2c3cc(NC(=O)CC4CC4)ccc3O[C@H]2[C@@H](CO)O1)NCc1ccc2c(c1)OCO2`?
esBAF inh: 2; E-sel inducer: 0.1; XiGFP reactiv: 0.1; RAD52 anneal inh: 9; RAD54 inh: -5; EWS-Fli block: 1; S100A4 MyoIIA: -18; FN deposit inh: -3

What do the screens show for `C[C@@H]1CN([C@H](C)CO)C(=O)c2cc(-c3cccc(C(=O)N(C)C)c3)cnc2O[C@H]1CN(C)C(=O)Cc1ccccn1`?
esBAF inh: -1; E-sel inducer: 0.0; XiGFP reactiv: 0.3; RAD52 anneal inh: 4; RAD54 inh: -1; EWS-Fli block: -2; S100A4 MyoIIA: 13; FN deposit inh: -10

Other entries follow:
Results for O=C(Nc1ccc(OC(F)(F)F)cc1)N1CCc2nc(NCc3cccc(Oc4ccccc4)c3)ncc2C1 ?
esBAF inh: -5; E-sel inducer: -0.2; XiGFP reactiv: 0.1; RAD52 anneal inh: -270; RAD54 inh: 9; EWS-Fli block: 22; S100A4 MyoIIA: -16; FN deposit inh: 7

How did COCCCNC(=O)C[C@H]1C[C@H](C(=O)N2CCOCC2)[C@@]2(C)c3[nH]c4cc(CCC(=O)N(C)C)ccc4c3CCN2C1=O do in these assays?
esBAF inh: 1; E-sel inducer: -0.2; XiGFP reactiv: 0.0; RAD52 anneal inh: -14; RAD54 inh: 7; EWS-Fli block: 0; S100A4 MyoIIA: -3; FN deposit inh: -12

Results for Cc1cc(C)c(NC(=O)CNC(=O)COC(=O)Cc2cccs2)c(C)c1 ?
esBAF inh: -1; E-sel inducer: 0.6; XiGFP reactiv: 0.0; RAD52 anneal inh: -7; RAD54 inh: 1; EWS-Fli block: 0; S100A4 MyoIIA: 3; FN deposit inh: 4

What do the screens show for `Cc1ccc(C(=O)NC2CCSC2=O)cc1` (configuration not stated)?
esBAF inh: -6; RAD52 anneal inh: -6; RAD54 inh: -9; EWS-Fli block: 6; S100A4 MyoIIA: -5

How did CCCN1[C@@H]2c3ccc(-c4cccnc4)c(=O)n3C[C@H]1[C@H](CO)[C@H]2C(=O)NCCc1cn(C)cn1 do in these assays?
esBAF inh: -5; E-sel inducer: -0.5; XiGFP reactiv: -0.1; RAD52 anneal inh: -23; RAD54 inh: 3; EWS-Fli block: -2; S100A4 MyoIIA: 7

What do the screens show for `CCOc1ccc(S(=O)(=O)N2CCCCC2)cc1NC(=O)CN1C(=O)NC(C)(c2ccccc2)C1=O` (configuration not stated)?
E-sel inducer: -1.2; XiGFP reactiv: 0.0; RAD52 anneal inh: -4; EWS-Fli block: 3; S100A4 MyoIIA: -11; FN deposit inh: 2

How did O=Cc1c(N2CCSCC2)nc2ccccn2c1=O do in these assays?
E-sel inducer: 0.2; XiGFP reactiv: -0.1; RAD52 anneal inh: 3; RAD54 inh: -5; EWS-Fli block: 0; S100A4 MyoIIA: -3; FN deposit inh: -1

How did CC1(c2nnc(-c3cccc(Cl)c3)o2)CC(c2cccnc2)=NO1 (configuration not stated) do in these assays?
esBAF inh: 1; E-sel inducer: -0.1; XiGFP reactiv: 0.0; RAD54 inh: -1; EWS-Fli block: -8; FN deposit inh: 3

How did O=C(C1CC1)N1[C@H](CO)[C@@H]2c3ccccc3N(S(=O)(=O)c3ccccc3)C[C@@H]21 do in these assays?
esBAF inh: -1; E-sel inducer: 0.1; XiGFP reactiv: 0.1; RAD52 anneal inh: 9; RAD54 inh: -1; EWS-Fli block: -5; S100A4 MyoIIA: -1; FN deposit inh: 4

How did CCCC(=O)Nc1ccc2c(c1)OC[C@@H](C)N(Cc1ccncc1)C[C@@H](C)[C@@H](OC)CN(C)C2=O do in these assays?
esBAF inh: -1; E-sel inducer: -0.1; XiGFP reactiv: 0.2; RAD52 anneal inh: 17; RAD54 inh: -12; EWS-Fli block: 6; S100A4 MyoIIA: 7; FN deposit inh: -5

How did COc1ccc(NC(=O)N(C)C[C@@H]2OCc3ccccc3-c3ccccc3C(=O)N([C@H](C)CO)C[C@@H]2C)c(OC)c1 do in these assays?
esBAF inh: 2; E-sel inducer: -0.1; XiGFP reactiv: 0.3; RAD52 anneal inh: -7; RAD54 inh: -6; EWS-Fli block: 0; S100A4 MyoIIA: -8; FN deposit inh: -12

What do the screens show for `Cc1cccc(C)c1NC(=S)N(CCN(C)C)C(C)c1ccccn1` (configuration not stated)?
E-sel inducer: 1.2; XiGFP reactiv: 0.1; RAD52 anneal inh: -10; EWS-Fli block: 7; S100A4 MyoIIA: -2; FN deposit inh: 15

What do the screens show for `CCOc1cc(C=NNC(=O)c2cccc(S(=O)(=O)N3CCCC3)c2)ccc1O`?
esBAF inh: -4; E-sel inducer: -0.8; XiGFP reactiv: 0.0; RAD52 anneal inh: -6; RAD54 inh: -7; EWS-Fli block: 4; S100A4 MyoIIA: -3; FN deposit inh: -2

How did COc1cccc(-c2ncc3ccccc3c2COC(=O)N(C)C)c1 do in these assays?
esBAF inh: 19; E-sel inducer: -0.1; XiGFP reactiv: -0.1; RAD52 anneal inh: -7; RAD54 inh: -5; EWS-Fli block: 4; S100A4 MyoIIA: 2; FN deposit inh: 8

What do the screens show for `Cc1ccc(S(=O)(=O)N2C[C@H]3C(=O)C[C@@H](c4ccccc4)N(S(=O)(=O)c4ccc(C)cc4)[C@H]3C[C@H]2c2cccc3ccccc23)cc1`?
esBAF inh: -1; E-sel inducer: 0.0; XiGFP reactiv: -0.2; RAD52 anneal inh: 12; RAD54 inh: -8; EWS-Fli block: 7; S100A4 MyoIIA: -3; FN deposit inh: -8

Results for CC(=O)C1=C(C)OC(N)=C(C#N)C1c1cccnc1 (configuration not stated) ?
E-sel inducer: -1.0; XiGFP reactiv: -0.1; RAD52 anneal inh: -28; EWS-Fli block: 5; S100A4 MyoIIA: 0; FN deposit inh: 1

What do the screens show for `COc1ccc(CCNC(=O)CCNC(=O)N2CC(=O)Nc3ccccc32)cc1OC`?
esBAF inh: -3; XiGFP reactiv: 0.0; RAD52 anneal inh: -14; RAD54 inh: -2; EWS-Fli block: 5; S100A4 MyoIIA: 3; FN deposit inh: -4

How did Cc1nc(C)c(C(=O)OCC(=O)NCCc2ccc(F)cc2)s1 do in these assays?
esBAF inh: -2; XiGFP reactiv: 0.1; RAD52 anneal inh: -1; RAD54 inh: 9; EWS-Fli block: -2; S100A4 MyoIIA: -4; FN deposit inh: 1

Results for O=C(O)CC(O)C(=O)O (configuration not stated) ?
esBAF inh: -10; RAD54 inh: 1; S100A4 MyoIIA: -11; FN deposit inh: 2

Results for COc1cc(C2CC(=O)N(CC(=O)NCc3ccco3)c3ccccc3S2)cc(OC)c1OC (configuration not stated) ?
esBAF inh: 10; RAD52 anneal inh: -5; RAD54 inh: 10; EWS-Fli block: 1; S100A4 MyoIIA: -16

Results for COc1cccc(-n2c(N)c(C(=O)Nc3c(C)n(C)n(-c4ccccc4)c3=O)c3nc4ccccc4nc32)c1 ?
esBAF inh: -4; XiGFP reactiv: 0.0; RAD52 anneal inh: -5; RAD54 inh: -3; EWS-Fli block: -1; S100A4 MyoIIA: 6; FN deposit inh: 5

Results for N[C@@H](Cc1ccc(O)c(O)c1)C(=O)O ?
esBAF inh: 2; E-sel inducer: 0.1; XiGFP reactiv: -0.1; RAD52 anneal inh: 5; RAD54 inh: -7; EWS-Fli block: -12; S100A4 MyoIIA: 14; FN deposit inh: -5

Assay outcomes: PubChem BioAssay, Broad Institute
